# B2AR arrestin – qHTS assay of beta-arrestin-biased ligands of beta2-adrenergic receptor | Beta-2 adrenergic receptor (Homo sapiens), P07550 | beta-arrestin recruitment to beta2AR, cell-based reporter | Potency, µM (series often up to 46.1 µM), without a hit: at the highest dose activation, most hits filed as activators | hit rate 0.02% among 330,000;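 also: potency is read from the fitted curve at half-maximal effect; 0% = DMSO controls and full agonism = EC100 isoproterenol or metaproterenol; nearly all actives have a fitted effect of over 65% in size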
# FBPA coupling cs – qHTS Assay for Inhibitors of Fructose-1,6-bisphosphate Aldolase from Giardia Lamblia: Coupling assay counterscreen | coupling enzyme system counterscreen, AmpLite Red fluorescence | activity change, negative = inhibition, % at 58.2 µM, hits read low | hit rate 0.67% among 290,000 | AID 2472, 2010; in the data active = activity change below about -30%
#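 Final compound at 57.5 uM, incubated 10 min at RT with coupling enzyme reagent (glyceraldehyde-3-phosphate), then 20 min with substrate and AmpLite Red detection. Fluorescence read at 525/598 nm; tests interference with the coupling assay, not aldolase inhibition.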
# Giardia kill – Small Molecules that selectively kill Giardia lamblia: qHTS. Giardia lamblia trophozoite viability. activity change, % at 7.66 µM, hits read low. AID 540267, 2011. hit rate 0.15% among 340,000; in the data active = activity change below about -80%; inconclusive = between about -30% and that limit;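 also: parasites exposed to compound for two days anaerobically before the ATP read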
#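 Luminescence from cellular ATP indicates surviving trophozoites (100 cells/well) following 48 hrs anaerobic compound treatment at 37 deg C; signal develops 15-30 min at room temperature.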
# USP2a inh – qHTS Assay for Inhibitors of Ubiquitin-specific Protease USP2a Using CHOP2 as the Reporter | Ubiquitin carboxyl-terminal hydrolase 2 (Homo sapiens), O75604 | USP2 core, Ub-CHOP2 coupled fluorogenic reporter, 485/531 | Potency, µM (highest dose often 38.3 µM), for inactives: at the top dose activity change, negative = inhibition, hits mostly inhibitors | hit rate 0.01% among 330,000 | AID 463254, 2010;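 also: potency is read from the fitted curve at half-maximal effect; plate controls were DMSO wells for no effect and full inhibition by NEM control for full effect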
#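 Deubiquitinase activity read as fluorescence (485/531 nm) after Ub-CHOP2 cleavage activates the enterokinase reporter on its substrate; USP2 core 10nM, Ub-CHOP2 and substrate 25nM each, 30min compound preincubation then 60min RT; data normalized to NEM, curves fitted.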
# PKM2 act – qHTS Assay for Activators of Human Muscle isoform 2 Pyruvate Kinase. purified PKM2, Kinase-Glo ATP luminescence, activation; response scale: 0% is enzyme alone, no compound. Potency, µM (highest dose often 57.5 µM), inactives show at the top dose activation, actives largely listed as activators. hit rate 0.34% among 260,000. AID 1631, 2009; also: potency is read from the fitted curve at half-maximal effect; nearly all actives have a fitted effect of over 55% in size
#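 Kinase-Glo luminescence reports ATP generated from ADP (0.1 mM) and PEP (0.5 mM) by purified hPK-M2 after 1 h at room temperature, pH 7.2 imidazole buffer; intermediate enzyme activity allows detecting inhibitors and activators.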
# Eya2 inh – qHTS Assay for Inhibitors of the Phosphatase Activity of Eya2. recombinant Eya2, OMFP fluorescence dephosphorylation (OMFP is methylfluorescein phosphate). Potency, µM (series often up to 76.9 µM), for inactives: at the highest dose activity, negative = inhibition, hits mostly inhibitors. hit rate 0.006% among 330,000; also: potency is read from the fitted curve at half-maximal effect
# Target sequence (O00167 whole entry, looked up): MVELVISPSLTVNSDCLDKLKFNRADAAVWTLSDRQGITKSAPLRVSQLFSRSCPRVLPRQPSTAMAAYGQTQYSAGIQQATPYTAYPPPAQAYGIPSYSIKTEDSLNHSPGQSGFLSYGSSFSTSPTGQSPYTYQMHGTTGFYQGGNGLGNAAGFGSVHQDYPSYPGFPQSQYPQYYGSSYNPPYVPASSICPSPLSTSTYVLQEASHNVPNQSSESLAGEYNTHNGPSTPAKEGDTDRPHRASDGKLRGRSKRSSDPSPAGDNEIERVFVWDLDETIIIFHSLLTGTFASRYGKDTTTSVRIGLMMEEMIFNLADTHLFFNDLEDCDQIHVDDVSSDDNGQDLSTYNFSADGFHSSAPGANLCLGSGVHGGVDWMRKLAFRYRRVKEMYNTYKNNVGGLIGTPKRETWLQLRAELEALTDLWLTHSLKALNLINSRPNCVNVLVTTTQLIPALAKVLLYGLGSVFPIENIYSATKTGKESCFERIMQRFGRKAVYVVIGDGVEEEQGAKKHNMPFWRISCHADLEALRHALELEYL
#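 Eya2 protein (added as 0.2 uM solution) was preincubated with compound for 10 min at ambient temperature in 50 mM HEPES pH 7.5, 50 mM NaCl, 5 uM MgCl2, 0.05% BSA, 1 mM DTT. OMFP (added at 50 uM) then reacted 10 min; fluorescence read at 485/525 nm.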
# Chronic BCR inh – qHTS Assay to Find Inhibitors of Chronic Active B-Cell Receptor Signaling. ABC-DLBCL IkBa-CBG/CBR reporter, luminescence ratio, 4 h. Potency, µM (doses to about 46.1 µM), for the others: top-dose ratio change, negative = lower green/red ratio, most hits filed as inhibitors. hit rate 0.05% among 340,000; active = well fitted inhibition curve with a large enough effect in the signal ratio, with a control signal flat, not every such curve was filed as active; inconclusive = small, poorly fitted or top-dose-only effect, or effect the other way, or a change in a side signal; the % refers to the signal ratio;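 also: potency is read from the fitted curve at half-maximal effect; plate controls were basal doxycycline-induced cells for no effect and cells given 10 µM MG132 for full effect; MG132 reads +100%, hits lower the ratio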
#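 TMD8 human ABC-DLBCL cells with doxycycline-inducible IκBα–green luciferase fusion and unfused red luciferase, in 0.5% FBS medium; compounds up to 46 uM, 4 h at 37C. Green/red luminescence ratio, filter-overlap corrected, fitted to concentration-response curves.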
# hERG WT inh – qHTS for Inhibitors of KCHN2 3.1: Wildtype qHTS; hit rate 0.37% among 340,000; Voltage-gated inwardly rectifying potassium channel KCNH2 (Homo sapiens), Q12809; activity change, % at 1.84 µM; U2OS, BacMam KCNH2, thallium flux FluxOr; active compounds read low; AID 720551, 2013;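 active = maximum activity change below -70%; inconclusive = maximum activity change between -70% and -50%; inactive = maximum activity change above -50%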
#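 U2OS cells were transduced with wild-type KCNH2 virus (2.03 x 10^8 / mL) for 4 h at room temperature, then cultured overnight at 37 C. Thallium flux was read with FluxOr dye. Rate constants were normalized to DMSO controls.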
# uPA generation – qHTS for Inhibitors of Cell Surface uPA Generation | hit rate 0.31% among 330,000 | Potency, µM (highest dose often 38.3 µM), inactives show at the top dose activity change, negative = inhibition, hits mostly inhibitors | AID 540303, 2011 | cell surface uPA generation assay, qHTS; active = well fitted inhibition curve with a large enough effect; inconclusive = small, poorly fitted or top-dose-only effect; inactive = no such curve, though single readings can be large or run the other way; tested in mouse RAW 264.7 cells; also: potency is read from the fitted curve at half-maximal effect; nearly all actives have a fitted effect of over 55% in size
# KCNH2 3.1 inh – qHTS for Inhibitors of KCHN2 3.1: Mutant qHTS; U2OS KCNH2 3.1, thallium flux FluxOr; active compounds read low; Potassium voltage-gated channel subfamily H member 2, brain isoform KCNH2 3.1 (human); hit rate 0.95% among 340,000; activity change, % (tested at about 1.8 µM);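 active = maximum activity change below -70%; inconclusive = maximum activity change from -70% to -50%; inactive = maximum activity change above -50%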;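 also: thallium influx rate constant from kinetic fluorescence after stimulation buffer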
#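 We transduce U2OS cells with the mutant 3.1 virus, culture them overnight, load FluxOr with Red40 quencher for 45 min, then add stimulation buffer and read kinetically for 2 min to derive a normalized rate constant.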
# GALK inh – qHTS Assay for Inhibitors of Human Galactokinase (GALK) | AID 1868, 2009 | Potency, µM (top dose mostly 57.5 µM), for inactives: at the top dose activity change, negative = inhibition, actives largely listed as inhibitors | Purified GALK, Kinase-Glo residual ATP luminescence | hit rate 0.007% among 270,000; also: potency is read from the fitted curve at half-maximal effect
# Target sequence (P51570 whole entry, looked up): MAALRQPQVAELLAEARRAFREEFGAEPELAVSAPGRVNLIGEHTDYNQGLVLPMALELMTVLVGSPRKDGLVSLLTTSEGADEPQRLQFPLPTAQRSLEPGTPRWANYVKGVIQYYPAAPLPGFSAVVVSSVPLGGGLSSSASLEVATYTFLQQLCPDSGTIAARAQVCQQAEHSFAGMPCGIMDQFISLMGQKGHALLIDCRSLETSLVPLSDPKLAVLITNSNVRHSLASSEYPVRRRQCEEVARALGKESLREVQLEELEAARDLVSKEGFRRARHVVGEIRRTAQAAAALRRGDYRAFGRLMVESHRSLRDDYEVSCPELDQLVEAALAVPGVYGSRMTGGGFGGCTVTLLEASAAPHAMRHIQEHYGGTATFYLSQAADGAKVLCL
#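 Luminescence from leftover ATP (Ultra-Glo luciferase/luciferin) served as read-out after a 1 h room-temperature reaction of 5 nM GALK with 35 uM ATP and 100 uM galactose.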
# An asterisk follows results filed as active; ? = inconclusive; . = no result given; [ ] = dose if it differs, or a comment. Unless noted, calls follow the shape of the dose curve; as a rule, active = well fitted curve in the direction sought with a large enough effect; inconclusive = small, poorly fitted or top-dose-only effect, or another doubt; inactive = no such curve, though single readings can be large; an effect the other way counts as inactive or inconclusive. Unless noted, % is scaled to controls: 0 for no effect and ±100 for the full control effect.
Structure,B2AR arrestin,FBPA coupling cs,Giardia kill,USP2a inh,PKM2 act,Eya2 inh,Chronic BCR inh,hERG WT inh,uPA generation,KCNH2 3.1 inh,GALK inh
COc1ccc(CN(C)CC(=O)Nc2ccccc2C(F)(F)F)cc1,-0.3%,-1,-8,2%,1%,-5%,1%,.,?,-13,0%
Cc1csc(=O)n1CCC(=O)OCC(=O)Nc1cc(Cl)ccc1[N+](=O)[O-],0.4%,.,4,-2%,.,-5%,0%,17,0%,-47,.
CN(CCOCCOc1ccc2ccccc2c1)Cc1ccccc1,-0.2%,0,-2,2%,5%,18%,1%,7,0%,-12,-2%
Cc1cc(=O)oc2cc(OC(C)C(=O)NCCCN3CCCC3=O)c(Cl)cc12 (configuration not stated),-0.3%,.,-12,-5%,.,-21%,5%,-4,1%,7,-3%
CCn1nc(C)c(/C=N/NC(=O)Cn2nccc2C)c1C,-0.3%,2,1,2%,-2%,6%,1%,-6,-9%,1,2%
COc1cc([C@@H]2CC=C(C(=O)O)[C@H](c3ccccc3)N2S(=O)(=O)c2ccc(C)cc2)cc(OC)c1OC,0.6%,.,4,2%,.,10%,3%,-8,6%,-2,.
COc1cc(C)c(Cl)cc1S(=O)(=O)NCCN1CCOCC1,-0.7%,6,0,2%,-6%,-15%,5%,11,.,13,-3%
Brc1ccc(-n2cccc2/C=N/n2cnnc2)cc1,-0.9%,4,13,1%,?,-3%,-2%,-17,-2%,0,-3%
c1ccc(C(c2c[nH]c3ccccc23)c2c[nH]c3ccccc23)nc1,-0.1%,-1,-17,4%,4%,-30%,14%,-5,6%,5,-1%
O=c1[nH]c(=O)n([C@H]2C[C@H](O)[C@@H](CO)O2)cc1I,-0.1%,.,-24,0%,.,11%,3%,8,26%,-8,.
O=C1CN(C(=O)NCC(=O)N[C@@H](Cc2ccccc2)C(=O)O)c2ccccc2N1,-0.7%,0,6,1%,-6%,-10%,-13%,-4,3%,-2,.
COC(=O)c1ccc(CSCc2ccc(C(=O)OC)o2)o1,0.1%,1,31[activator],1%,.,-16%,-12%,6,-6%,3,2%
COc1cccc(NC(=O)C2C3C=CC4(O3)C2C(=O)N(C(C)C)C4C(=O)NC2CCCCC2C)c1 (configuration not stated),-0.8%,-3,13,1%,3%,-1%,0%,-10,-1%,6,-2%
COc1ccc(C2C(C(=O)NCc3ccco3)c3ccccc3C(=O)N2C)cc1 (configuration not stated),0.2%,3,-14,3%,.,16%,1%,13,-10%,4,11%
C[C@@H](NC(=O)c1nc[nH]c1C(=O)N(C)Cc1ccccc1)c1ccccc1,-0.5%,.,8,-1%,.,-15%,5%,.,8%,.,.
N#Cc1ccc2c(c1)NC(=O)C1CCCN21 (configuration not stated),0.1%,-2,-4,1%,4%,6%,5%,0,8%,-7,-1%
O=C(N/N=C1\CC(c2ccccc2)Oc2ccccc21)c1ccccn1 (configuration not stated),0.1%,-3,8,2%,0%,3%,-1%,-15,5%,-1,-2%
CCCNC(=O)C(Cc1ccccc1)NC(=O)c1ccc(C(F)(F)F)cc1 (configuration not stated),0.1%,.,-2,1%,.,2%,2%,.,1%,-13,.
CCOC(=O)C1=C(C)Nc2ccccc2N/C1=N\S(=O)(=O)c1ccccc1,0.1%,.,-8,2%,.,12%,-6%,5,-1%,0,.
CC(=O)NO,.,-1,7,.,.,.,.,0,15%,5,.
CC1(C)CC(=O)C(C=Nc2ccccc2C(=O)O)=C(O)C1,-1.1%,3,7,-1%,-7%,1%,?,2,1%,3,-3%
CCc1ccc(-c2cc(C(F)(F)F)n3nc(C(=O)Nc4c(C)nn(Cc5ccccc5Cl)c4C)cc3n2)s1,-0.5%,-1,-5,-1%,1%,14%,?,-7,14%,7,-2%
Cc1cc(C)c(C)c(S(=O)(=O)N2CCN(CC(=O)NC(=O)NCc3ccccc3)CC2)c1C,-0.3%,7,-2,-1%,-3%,7%,2%,-14,9%,-17,2%
O=C(CNC(=O)c1ccc(OC(F)F)cc1)NC1CCCc2ccccc21 (configuration not stated),0.2%,.,-12,2%,2%,-6%,-1%,5,7%,-10,5%
CCC(=O)c1ccc(N2CCN(C(=O)c3ccccc3Br)CC2)c(F)c1,0.2%,2,3,0%,0%,-3%,-8%,-2,-9%,6,-1%
COc1cc(C(=O)O/N=C2\CCCc3c2ccc(OC)c3[N+](=O)[O-])cc(OC)c1OC,0.4%,-1,9,1%,-6%,-13%,-25%,-5,2%,-1,1%
CCCCCCn1c(CN2CCN(C)CC2)nc2c1c(=O)n(C)c(=O)n2C,0.1%,-3,-30,-4%,-19%,-4%,-4%,2,-16%,-2,1%
CCCCn1c(N)c(N(CCOC)C(=O)c2ccc3c(c2)C(=O)N(c2ccccc2C)C3=O)c(=O)[nH]c1=O,0.3%,.,1,-2%,.,-5%,3%,3,-1%,5,.
CN(CCCNC(=O)CCC(=O)N1CCOc2ccc(Cl)cc21)Cc1ccccc1,0.0%,0,-2,0%,14%,8%,-36%,5,-12%,1,.
Cc1c(Cc2ccccc2)c(=O)oc2cc(OC(C)C(=O)NCC3CCC(C(=O)O)CC3)c(Cl)cc12 (configuration not stated),-0.2%,0,6,1%,4%,4%,3%,-1,-9%,-6,.
Cc1cc(C)c(NC(=O)CN(C)C(=O)CCC(=O)c2ccc(C)s2)c(C)c1,-0.1%,.,-15,3%,.,-27%,?,-3,6%,18,.
C=CCN(C)CC/C=C1\c2ccccc2CSc2ccccc21,-0.3%,-1,3,0%,6%,-2%,-23%,9,-1%,4,-3%
Cn1c(=O)c2c(ncn2CC(=O)Nc2cc(Cl)c(Cl)cc2Cl)n(C)c1=O,-0.8%,4,.,0%,-2%,-18%,0%,.,.,.,-1%
COc1ccc(-n2c(-c3ccc(Cl)cc3)c[nH]c2=S)cc1,7.7%,4,-28,-2%,.,-17%,?,-9,0%,4,4%
Cc1ccc(-c2nc3cnccn3c2Nc2c(C)cccc2C)o1,7.5%,3,?,3%,-11%,-10%,?,-7,?,-12,2%
CN(Cc1cccc(F)c1)C(=O)c1ccc(S(=O)(=O)N2CCOCC2)cc1,-0.1%,.,-4,3%,.,1%,1%,-5,4%,-11,.
CC1CC(C)(C)CC2(C1)NC(=O)N(CC(=O)Nc1cc([N+](=O)[O-])ccc1F)C2=O (configuration not stated),0.2%,.,-19,-1%,.,-10%,-1%,-20,2%,2,.
O=C(C1CCN(S(=O)(=O)c2cccc3cccnc23)CC1)N1CCn2c1nc1ccccc12,0.1%,0,-17,-1%,-14%,23%,16%,-11,6%,1,0%
CCc1nc(NC(C)C)c2oc3ccccc3c2n1,-0.5%,-1,7,1%,-4%,-18%,?,18,-6%,-5,1%
Cc1cc(-c2ccc(Cl)s2)n[nH]1,-0.3%,0,-6,-1%,-2%,-2%,?,-5,-4%,3,-1%
Nc1nonc1-n1nnc(C(=O)N/N=C\c2ccncc2)c1CN1CCCCC1,3.2%,-2,7,-1%,.,8%,4%,-5,4%,-1,.
CN(Cc1nc2c(s1)CCCC2)C(=O)CCc1nnc(-c2ccccc2)o1,0.3%,4,11,0%,1%,8%,?,-5,-1%,1,3%
O=C(c1ccco1)N(Cc1cccc(F)c1)C1CCS(=O)(=O)C1 (configuration not stated),0.1%,1,-10,0%,6%[0.46 µM],-5%,-5%,-8,-9%,1,4%
Cc1ccc(N(C)S(=O)(=O)c2cccc(C(=O)NCCCN3CCCC3=O)c2)cc1,0.0%,.,-30,2%,.,-24%,6%,1,10%,29,.
CCN(CC)C(=O)CSCc1cnn(-c2ccccc2)c1-n1cccc1,-0.6%,0,12,-6%,-1%,-8%,?,1,5%,-4,4%
N#CCC(=O)Nc1ccc(C(=O)OCC(=O)c2ccc3c(c2)OCCO3)cc1,-0.4%,1,2,-4%,-13%,-2%,?,3,1%,3,-2%
O=C(NCc1ccco1)C1CCN(c2ccc(S(=O)(=O)N3CCOCC3)cc2[N+](=O)[O-])CC1,-0.2%,-2,-8,3%,-6%,-15%,-6%,19,2%,-23,6%

# High-throughput results (PubChem BioAssay)
